pCIP destab – lowers stability of the mouse p/CIP coactivator protein. Q05BA5. F442A p/CIP-EGFP cells, EGFP fluorescence, 16 h. decrease of EGFP signal, % at 10 µM. hit rate 0.01% among 290,000. AID 1984;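 active = EGFP signal decrease of at least 30% at 10 µM or well 3 SD below plate mean, unless failing retest; inactive = the rest, including hits failing retest or dose response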; note: some compounds called inactive have numbers as strong as hits; many of its hits are not listed in these tables
IDE act – activators of human insulin-degrading enzyme in cells; P14735; hit rate 0.073% among 340,000; activation, % at 5.96 µM; HEK cells, FAbeta-B cleavage, fluorescence polarization; 0% vehicle, 100% cell-free pure enzyme wells;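 active = activation above the mean of all tested compounds plus 3 SD, set per screening campaign, cut at about 17% in these data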
Target sequence (P14735 whole entry, looked up): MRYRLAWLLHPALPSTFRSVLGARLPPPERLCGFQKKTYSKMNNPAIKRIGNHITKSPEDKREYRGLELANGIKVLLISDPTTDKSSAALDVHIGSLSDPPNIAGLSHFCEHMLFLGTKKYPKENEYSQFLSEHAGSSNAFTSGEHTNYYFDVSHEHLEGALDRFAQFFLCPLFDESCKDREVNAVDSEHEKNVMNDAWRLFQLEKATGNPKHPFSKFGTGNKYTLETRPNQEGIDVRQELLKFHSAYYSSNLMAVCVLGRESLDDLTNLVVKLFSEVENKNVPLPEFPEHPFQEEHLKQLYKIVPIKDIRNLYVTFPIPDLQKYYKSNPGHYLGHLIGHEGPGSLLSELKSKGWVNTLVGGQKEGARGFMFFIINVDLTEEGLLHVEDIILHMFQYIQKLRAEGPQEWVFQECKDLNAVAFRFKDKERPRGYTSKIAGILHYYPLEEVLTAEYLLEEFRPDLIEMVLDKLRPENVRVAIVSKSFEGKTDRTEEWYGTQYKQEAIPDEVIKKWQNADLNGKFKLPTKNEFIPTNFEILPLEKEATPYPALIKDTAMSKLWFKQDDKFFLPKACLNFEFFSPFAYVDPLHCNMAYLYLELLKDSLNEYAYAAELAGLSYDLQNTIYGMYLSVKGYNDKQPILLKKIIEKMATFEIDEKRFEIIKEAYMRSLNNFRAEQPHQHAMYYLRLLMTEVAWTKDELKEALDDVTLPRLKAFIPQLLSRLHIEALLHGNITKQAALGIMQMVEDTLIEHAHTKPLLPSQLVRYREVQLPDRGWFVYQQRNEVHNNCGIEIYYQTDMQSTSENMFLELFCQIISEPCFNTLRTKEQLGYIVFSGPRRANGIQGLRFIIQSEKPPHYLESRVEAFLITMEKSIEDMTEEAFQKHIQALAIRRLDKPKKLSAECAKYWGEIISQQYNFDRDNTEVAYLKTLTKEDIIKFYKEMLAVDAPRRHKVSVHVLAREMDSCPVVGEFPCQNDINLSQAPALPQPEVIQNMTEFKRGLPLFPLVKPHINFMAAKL
M18AAP inhibitor – blocks P. falciparum M18 aspartyl aminopeptidase | hit rate 1.2% among 290,000 | AID 1822 | inhibition, % at 7.35 µM | recombinant PfM18AAP, H-Glu-NHMec fluorogenic cleavage;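 active = inhibition above the campaign mean inhibition over all tested compounds plus 3 SD, cut at about 28% in these data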;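 note: 0% = plate median of test compound wells and 100% = 2 mM ZnCl2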
UBC9 SUMO inh – inhibitors of human SUMOylation (UBC9); HTRF SUMOylation assay, SAE1/SAE2 + UBC9, in vitro; inhibition, % at 35 µM; hit rate 0.36% among 290,000; in the data active = inhibition above about 50%, passing the limit was not always enough; note: strong numbers were not always called active
MEKK2wt PB1 HTS – raises or lowers MEK5 binding to wildtype human MEKK2 PB1 domain; Q9Y2U5; bead flow cytometry, Alexa488-MEK5 binding to MEKK2 WT; actives lie on both sides; binding response (% of control), % at 10 µM; hit rate 1.1% among 290,000; AID 1531; in the data active = binding response below about 67% or above about 130%
IDE inh – cellular human IDE inhibition; hit rate 0.41% among 320,000; AID 434962; inhibition, % at 5.59 µM; HEK cells, FAbetaB cleavage, fluorescence polarization;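 active = percent inhibition above the average of all tested compounds plus 3 SD, set per screening campaign, cut at about 16% in these data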;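 note: IDE supplied by intact live HEK cells; FP after avidin binding of uncleaved biotin substrate so inhibition keeps polarization high; 0% = DMSO wells and 100% = 60 µM reference IDE inhibitor Ii1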
NALP1 inh – NALP1 inhibition | S. cerevisiae NALP1/ASC/caspase-1 growth, X-gal OD620, 72 h | inhibition, % at 10 µM | hit rate 0.61% among 280,000 | AID 2071; in the data active = inhibition mostly above about 24%, no sharp cut-off; inactive = mostly below about 32%; note: some compounds called inactive have numbers as strong as hits
MEKK2mut PB1 HTS – signal of MEK5 binding to mutant human MEKK2 PB1 domain; bead flow cytometry, Alexa488-MEK5 binding to MEKK2 mutant; percent response, % at 10 µM; hit rate 0.35% among 290,000; AID 1530; in the data active = percent response above about 24%, passing the limit was not always enough; note: inactives centre near 1; some results filed as inactive read as strong as hits; reference of the scale not given here
MEKK3 PB1 HTS – raises or lowers MEK5 binding to the human MEKK3 PB1 domain | bead-based flow cytometry, Alexa488-MEK5 binding to MEKK3; actives lie on both sides; 0 = blocked by unlabeled MEK5, 100 = vehicle | Q99759 | hit rate 1.4% among 290,000 | binding response (% of control), % at 10 µM | AID 1529;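 active = binding response more than 3 SD above or below the average of its plate-row segment, actives on both sides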;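 note: Alexa488 bead fluorescence after subtracting the streptavidin-only scavenger bead signal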
* hit, by the source's call; x = no result given. These rows are one share of the data; the hit share may differ from the screen's.

SMILES	pCIP destab	IDE act	M18AAP inhibitor	UBC9 SUMO inh	MEKK2wt PB1 HTS	IDE inh	NALP1 inh	MEKK2mut PB1 HTS	MEKK3 PB1 HTS
O=C(NCCN1CCN(C(=O)c2ccc([N+](=O)[O-])cc2)CC1)C(=O)NCc1ccccc1	2.6	6.2	7.7	11.8	104.0	4.8	8.2	-1.0	100.0
Cc1ccc2c(CC(=O)N3CCN(S(=O)(=O)c4cccs4)CC3)coc2c1	-10.7	-0.6	-3.3	2.3	110.0	1.4	12.8	19.0	111.0
O=C1c2ccccc2-c2cccc(C(=O)N3CCCCC3)c21	9.3	2.0	0.5	6.7	102.0	-0.2	-1.4	2.0	100.0
CCCS(=O)(=O)N1CCCC(C(=O)NCCN(CC)CC)C1 (stereo unspecified)	-1.0	3.0	7.5	20.1	95.0	5.1	-6.4	-6.0	89.0
COc1ccccc1N1CCN(C(=O)c2c(-c3ccccc3Cl)noc2C)CC1	-4.2	6.0	-3.3	-13.6	106.0	1.7	-9.0	7.0	100.0
CSc1ccccc1NC(=O)CO/N=C(\C)c1cc2ccccc2o1	-24.5	3.5	-2.3	-1.5	98.0	1.2	29.4	-4.0	96.0
CCCNC(=O)c1csc(Nc2cccc3ccccc23)n1	15.5	3.3	4.9	-13.0	101.0	2.4	10.7	2.0	102.0
CC(=O)Nc1ccc(Nc2ncnc3c2nnn3Cc2ccccc2Cl)cc1	6.2	-0.2	-0.1	-7.9	107.0	x	-4.6	1.0	103.0
COc1cc(C(C)=O)ccc1OCC(O)Cn1nc(C)c(Br)c1C (stereo unspecified)	-3.6	7.9	0.9	-5.3	99.0	x	7.3	4.0	99.0
CCc1ncc(C(=O)c2ccc(OC)cc2)n1C	-47.4	9.2	1.9	17.8	88.0	-2.1	1.8	-5.0	90.0
CC(C)(C)c1csc(NC(=O)Cn2c(=O)oc3ccccc32)n1	3.3	-1.8	0.0	-3.3	99.0	0.2	36.3	4.0	101.0
N#Cc1ccccc1NC(=S)NC(=O)C1CCC1	-9.6	-2.6	0.1	7.8	101.0	x	11.0	3.0	100.0
O=C(NC1CC1)C1CCN(C2CCN(C(=O)CCOc3ccccc3)CC2)CC1	-11.9	0.8	-4.4	-3.1	104.0	2.2	-9.7	2.0	101.0
C[N+]1(CCN2C(=O)C3CC=C(Cl)CC3C2=O)CCOCC1 (stereo unspecified)	-9.0	2.5	-7.2	-10.2	103.0	3.7	-4.8	7.0	105.0
CCOc1ccc(CCNC(=O)CSc2cc(=O)n(CC)c3ccccc23)cc1OCC	-23.1	2.8	4.3	6.7	102.0	-4.4	3.0	1.0	99.0
Cn1c(SC2C(=O)CC(C)(C)CC2=O)nnc1-c1ccco1	-21.5	4.6	-1.0	31.2	107.0	-2.2	5.8	7.0	109.0
CCCc1cc(=O)oc2c(C)c(OCC(=O)NCCN3CCOCC3)ccc12	-4.1	0.2	-8.4	6.6	103.0	-2.0	20.0	-1.0	100.0
Cc1ccc2[nH]c(=O)c(CN(Cc3cccnc3)C(=O)c3ccncc3)cc2c1	1.0	5.7	9.2	11.0	68.0	7.5	-4.1	-12.0	61.0
Cc1cc(N2CCC(C(N)=O)CC2)nc(-c2ccccc2)n1	-4.8	-0.5	-1.6	7.2	98.0	1.1	16.5	2.0	100.0
O=C(COc1ccc(C(=S)N2CCCC2)cc1)Nc1ccc(F)cc1	-10.5	-4.6	-6.2	1.7	105.0	-4.0	-7.1	9.0	103.0
CCc1ccccc1N1CC(C(=O)Nc2cc(C)on2)CC1=O (stereo unspecified)	-7.8	-0.3	-13.0	15.4	95.0	-2.1	7.9	-6.0	94.0
C=CCn1c(O)c(C=Nc2ccccc2)sc1=S	3.7	-7.0	7.8	20.6	81.0	-4.5	3.0	-9.0	96.0
Cc1nc(N2CCNCC2)c2c3c(sc2n1)CCCC3	-9.8	5.1	-1.3	9.3	115.0	-3.0	15.0	16.0	105.0
CC(C)(C)C1=C(C#N)C(c2cccnc2)C(C#N)=C(N)O1 (stereo unspecified)	-5.0	1.6	4.1	4.8	104.0	-4.1	34.7	2.0	100.0
C/C(CC(=O)Nc1cc(C)ccn1)=N\NC(=O)c1cccc(F)c1	-5.4	2.1	11.0	-0.2	102.0	-0.8	-11.4	5.0	101.0
COc1cccc(C(=O)OCCN2C(=O)c3ccccc3C2=O)c1OC	3.7	5.3	-0.4	0.7	108.0	-5.6	-4.1	1.0	105.0

3 compounds out of the list above, ordered by the number in MEKK3 PB1 HTS, highest first:
smiles	pCIP destab	IDE act	M18AAP inhibitor	UBC9 SUMO inh	MEKK2wt PB1 HTS	IDE inh	NALP1 inh	MEKK2mut PB1 HTS	MEKK3 PB1 HTS
CC(=O)Nc1ccc(Nc2ncnc3c2nnn3Cc2ccccc2Cl)cc1	6.2	-0.2	-0.1	-7.9	107.0	x	-4.6	1.0	103.0
N#Cc1ccccc1NC(=S)NC(=O)C1CCC1	-9.6	-2.6	0.1	7.8	101.0	x	11.0	3.0	100.0
CCCS(=O)(=O)N1CCCC(C(=O)NCCN(CC)CC)C1 (stereo unspecified)	-1.0	3.0	7.5	20.1	95.0	5.1	-6.4	-6.0	89.0

3 of these compounds in another layout:
Sequence of screens: pCIP destab	IDE act	M18AAP inhibitor	UBC9 SUMO inh	MEKK2wt PB1 HTS	IDE inh	NALP1 inh	MEKK2mut PB1 HTS	MEKK3 PB1 HTS
- COc1cc(C(C)=O)ccc1OCC(O)Cn1nc(C)c(Br)c1C (stereo unspecified)
→ -3.6	7.9	0.9	-5.3	99.0	x	7.3	4.0	99.0
- C[N+]1(CCN2C(=O)C3CC=C(Cl)CC3C2=O)CCOCC1 (stereo unspecified)
→ -9.0	2.5	-7.2	-10.2	103.0	3.7	-4.8	7.0	105.0
- CC(C)(C)C1=C(C#N)C(c2cccnc2)C(C#N)=C(N)O1 (stereo unspecified)
→ -5.0	1.6	4.1	4.8	104.0	-4.1	34.7	2.0	100.0

Compound activity (PubChem BioAssay)
